Bioassay records (PubChem)
USP1-UAF1 inh = blocks the human USP1/UAF1 deubiquitinase complex | Potency, µM (doses to about 57.1 µM), for the others: at the highest dose activity change, negative = inhibition, hits mostly inhibitors | AID 743255 | 0.23% of 390,000 active | O94782 | recombinant USP1/UAF1, Ub-Rhodamine cleavage fluorescence; also: potency is read from the fitted curve at half-maximal effect; % is scaled to controls: 0 for no effect and ±100 for the full control effect; nearly all actives have a fitted effect of over 60% in size; inactives centre near -12
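Step one: compound is pinned into 1nM USP1/UAF1 in HEPES pH 7.8 buffer with TCEP. Step two: 15 min room-temperature incubation. Step three: Ub-Rho (150nM final) starts cleavage, tracked by fluorescence over six one-minute reads.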
Pin1 inh = blocks the human prolyl isomerase Pin1. Pin1 FP peptide displacement, HiFluor488, 10 min. 0.009% of 390,000 active. Potency, µM (series often up to 115 µM), for inactives: at the top dose activity, negative = inhibition, hits mostly inhibitors. Q13526; active = well fitted inhibition curve with a large enough effect in the polarisation, with a control signal flat, not every such curve was filed as active; inconclusive = small, poorly fitted or top-dose-only effect, or effect the other way, or a change in a side signal; inactive = no such curve, though single readings can be large or run the other way; the % refers to the polarisation; also: potency is read from the fitted curve at half-maximal effect; % is scaled to controls: 0 for no effect and ±100 for the full control effect
Target sequence (Q13526 whole entry, looked up): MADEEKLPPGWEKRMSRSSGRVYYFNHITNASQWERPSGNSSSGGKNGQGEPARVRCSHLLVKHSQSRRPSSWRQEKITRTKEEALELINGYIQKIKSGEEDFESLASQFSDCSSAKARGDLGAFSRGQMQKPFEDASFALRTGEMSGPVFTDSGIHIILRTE
TrxR1 inh = blocks rat thioredoxin reductase 1. recombinant rTrxR1, NADPH fluorescence consumption, selenite substrate. Potency, µM (top dose mostly 114 µM), inactives show top-dose activity change, negative = inhibition, usual class: inhibitors. 1% of 390,000 active. AID 588453; also: potency is read from the fitted curve at half-maximal effect; % is scaled to controls: 0 for no effect and ±100 for the full control effect; nearly all actives have a fitted effect of over 65% in size
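Rat TrxR1 (90 nM in the dispensed reagent) was pre-reduced with 400 uM NADPH for 5 min at room temperature, then incubated with compound for 15 min. After 400 uM selenite was added, NADPH fluorescence (Ex 340/Em 450 nm) was followed for 8 min.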
mIDH1 inhibitor = human IDH1 R132H inhibition | O75874 | IDH1-R132H enzyme, NADPH consumption, diaphorase/resazurin fluorescence | Potency, µM (highest dose often 76.6 µM), inactives show at the highest dose activity change, negative = inhibition, usual class: inhibitors | 0.093% of 390,000 active; also: potency is read from the fitted curve at half-maximal effect; % is scaled to controls: 0 for no effect and ±100 for the full control effect; nearly all actives have a fitted effect of over 65% in size
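IDH1-R132H (0.5 ug/mL dispensed) in pH 7.5 Tris buffer was preincubated 30 min with compound, then given a substrate mix of 0.016 mM NADPH and 2 mM alpha-KG for 80 min at room temperature; remaining NADPH was read by diaphorase/resazurin fluorescence.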
PI4K2A block = inhibitors of human PI4K2A; activity change, negative = inhibition, % at 76.9 µM; 0.13% of 420,000 active; purified PI4K2A, ADP-Glo luminescence, 1 h; stronger effect = lower value; in the data active = activity change below about -50%; inconclusive = mostly about -30% to -49%;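 also: -100% = wells without enzyme as full effect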
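PI4K2A activity was measured by ADP-Glo luminescence: enzyme (4 ug/mL stock) and phosphatidylinositol (1.2 mM stock) in Tris pH 7.5/MgCl2/EGTA/Triton X-100 buffer were reacted with ATP (300 microM stock) for one hour at ambient temperature.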
TrxR1 substrate = rat thioredoxin reductase 1 substrate activity; Potency, µM (titrated, usually from 114 µM), for the others: top-dose activity change, negative = substrate turnover; purified TrxR1 substrate turnover, NADPH consumption readout; O89049; 0.01% of 390,000 active; AID 588456; also: potency is read from the fitted curve at half-maximal effect; % is scaled to controls: 0 for no effect and ±100 for the full control effect; nearly all actives have a fitted effect of over 50% in size
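Rat TrxR1, dispensed at 90 nM, was prereduced with 400 uM NADPH (final) for 5 min at ~22 deg C, then incubated with compound 15 min before 400 uM selenite. A first-read NADPH fluorescence drop versus no-compound background flagged substrates.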
PGK inhibitor = blocks T. brucei phosphoglycerate kinase. Potency, µM (highest dose often 57.5 µM), for inactives: at the highest dose activity change, negative = inhibition, usual class: inhibitors. AID 602233. 0.043% of 380,000 active. PGK/GAPDH coupled, Kinase-Glo luminescence, 60 min; also: potency is read from the fitted curve at half-maximal effect; % is scaled to controls: 0 for no effect and ±100 for the full control effect; nearly all actives have a fitted effect of over 60% in size
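Recombinant glycosomal PGK reaction used 1,3-bisphosphoglycerate generated in-well by GAPDH (100nM final) in 100mM TEA pH 7.6, 5mM MgCl2, 0.01% Tween-20. After 60 minutes at room temperature, ATP was read by Kinase-Glo Plus luminescence end-point.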
HP1b chromo inh = blocks HP1-beta chromodomain binding to methylated histone tails; 0.56% of 390,000 active; P83916; AlphaScreen HP1-beta / biotin-H3K9me3 peptide binding; Potency, µM (series often up to 114 µM), for inactives: top-dose activity change, negative = inhibition, hits mostly inhibitors; also: potency is read from the fitted curve at half-maximal effect; nearly all actives have a fitted effect of over 70% in size; inactives centre near 23
Target sequence (P83916 whole entry, looked up): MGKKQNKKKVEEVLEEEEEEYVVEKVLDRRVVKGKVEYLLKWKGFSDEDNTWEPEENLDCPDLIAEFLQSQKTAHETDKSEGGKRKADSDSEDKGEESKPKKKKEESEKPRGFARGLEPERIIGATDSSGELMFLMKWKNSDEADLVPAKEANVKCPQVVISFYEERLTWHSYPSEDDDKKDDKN
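AlphaScreen: HP1-beta (50 nM) preformed 30 min with biotin-H3(1-18)K9me3 peptide (50 nM) in PBS pH 7.4, 0.01% Tween-20. Compound added for 30 min at RT, then streptavidin donor/nickel chelate acceptor beads (10 ug/mL) for 30 min.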
GLS inh = glutaminase GLS (human) inhibition; O94925; 0.21% of 410,000 active; Potency, µM (series often up to 45.5 µM), inactives show top-dose activity change, negative = inhibition, hits mostly inhibitors; AID 624170; GLS enzymatic activity, qHTS titration; also: potency is read from the fitted curve at half-maximal effect; % is scaled to controls: 0 for no effect and ±100 for the full control effect
Target sequence (O94925 whole entry, looked up): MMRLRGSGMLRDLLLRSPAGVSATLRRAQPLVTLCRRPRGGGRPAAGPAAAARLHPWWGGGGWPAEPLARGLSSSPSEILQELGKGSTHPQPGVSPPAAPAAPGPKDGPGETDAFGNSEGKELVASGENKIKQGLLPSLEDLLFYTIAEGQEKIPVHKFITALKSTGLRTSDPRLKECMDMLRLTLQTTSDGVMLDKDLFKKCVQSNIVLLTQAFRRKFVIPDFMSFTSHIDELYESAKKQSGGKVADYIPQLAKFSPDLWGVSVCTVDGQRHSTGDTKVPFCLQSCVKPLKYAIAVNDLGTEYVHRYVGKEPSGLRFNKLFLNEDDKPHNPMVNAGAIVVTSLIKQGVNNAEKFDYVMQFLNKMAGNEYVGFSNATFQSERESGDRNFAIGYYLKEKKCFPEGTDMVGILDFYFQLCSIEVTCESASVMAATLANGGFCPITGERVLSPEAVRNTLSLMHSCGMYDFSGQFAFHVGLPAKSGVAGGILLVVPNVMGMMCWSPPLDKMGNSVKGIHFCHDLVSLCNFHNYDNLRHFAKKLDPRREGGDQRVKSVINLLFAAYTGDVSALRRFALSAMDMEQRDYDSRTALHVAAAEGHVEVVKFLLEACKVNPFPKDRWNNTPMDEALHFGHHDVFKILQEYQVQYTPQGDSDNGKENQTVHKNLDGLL
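Glutamate formation by hKGA was monitored fluorometrically using coupled glutamate oxidase, HRP and Amplex Red. Substrate was added as 1 mM L-glutamine solution; incubation was 30 min at RT after an initial read.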
Starred values were filed as active, the others as inactive; i = inactive; ? = inconclusive; / = no result given; [ ] = dose if it differs, or a comment. Unless noted, calls follow the shape of the dose curve; as a rule, active = well fitted curve in the direction sought with a large enough effect; inconclusive = small, poorly fitted or top-dose-only effect, or another doubt; inactive = no such curve, though single readings can be large; an effect the other way counts as inactive or inconclusive. This is a subset; count on the stated rates, not on these rows.

Second line of a record – USP1-UAF1 inh | Pin1 inh | TrxR1 inh | mIDH1 inhibitor | PI4K2A block | TrxR1 substrate | PGK inhibitor | HP1b chromo inh | GLS inh
- CCCc1cc(-c2nc(-c3ccc(Br)cc3)cs2)ccn1
 : -24% | 0% | 13%[57.1 µM] | -2% | -1 | 3% | 3% | 132%[activator] | 2%
- COc1cccc(C=NNC(=O)c2ccncc2)c1O
 : -15% | 2% | 9% | 12% | 1 | 1% | -9% | 15% | 6%
- COc1ccc(CN2CCN(Cc3ccccc3C(F)(F)F)CC2)c(OC)c1
 : -15% | -8% | 11% | 7% | -6 | 9%[57.1 µM] | -6% | 28µM* | 0%
- Clc1ccc(OCCN2CCN(c3ncnc4sccc34)CC2)cc1
 : -17% | -2% | -7% | 8% | 5 | -1% | -6% | 10% | 11%
- CC(=O)Nc1ccc(NC(=O)C(C)OC(=O)c2ccc(-n3cnnn3)cc2)cc1 (configuration not stated)
 : -9% | 46%[activator] | 1% | 0% | -3 | -5% | -4% | 27% | -5%
- O=[N+]([O-])c1cc(CN2CCOCC2)c2cccnc2c1O
 : -21% | ? | -6%[57.1 µM] | 8% | -19 | 0%[57.1 µM] | 2% | 24% | 18%
- CC(=O)c1ccc(Nc2nc3ccc(C)cc3n3cnnc23)cc1
 : -6% | 18% | 8% | -2% | -5 | 6% | 3% | 73%[activator] | -1%
- COc1cccc(CSc2nc3ccccc3cc2C=O)c1
 : -5% | 57%[activator] | -2% | 5% | 17 | 3%[57.1 µM] | 1% | 36% | 11%
- O=C(Nc1ccc(F)c(F)c1)C(c1ccccc1)N1Cc2ccccc2C1=O (configuration not stated)
 : -18% | 1% | -10% | -25% | 4 | -15% | i | 31% | 0%
- O=C(CC1NCCNC1=O)Nc1cccc([N+](=O)[O-])c1 (configuration not stated)
 : -18% | 2% | 39%[activator] | -8% | 3 | 8% | -8% | 26% | -24%
- CC(=O)Nc1cccc2c1C(=O)N(c1ccc(OC(C)=O)cc1)C2=O
 : -6% | -9% | 22%[57.1 µM] | 4% | 1 | 7%[57.1 µM] | 3% | 21% | 9%
- Cc1ccccc1Cn1c(=O)c2c(nc3n2CCCN3Cc2ccccc2)n(C)c1=O
 : 8% | 5% | -11%[57.1 µM] | -3% | 2 | -3%[57.1 µM] | -1% | ? | 11µM*
- CN(Cc1ccccc1)C(=O)COc1ccccc1
 : -18% | 3% | -15% | 4% | 7 | -14% | -1% | 40%[activator] | -12%
- O=C(COc1ccc(/C=N/NC(=O)c2ccc(O)cc2)cc1)Nc1cccc([N+](=O)[O-])c1
 : -4% | ? | -5% | 9% | 0 | -6% | ? | 3% | 3%
- C=CCn1c(C(C)NC(=O)CCC)nc2ccccc21 (configuration not stated)
 : -1% | 2% | 11% | -3% | 0 | 8% | -6% | 17% | 10%
- O=C(CSc1n[nH]c(-c2ccncc2)n1)Nc1ccccn1
 : 1% | -2% | 14%[57.1 µM] | 1% | 5 | 8%[57.1 µM] | -6% | 19% | 4%
- COc1ccc(OCC(=O)Nc2cc(NC(=O)c3ccco3)ccc2OC)cc1
 : 2% | 7% | 2% | -7% | 0 | -7% | -6% | 13% | 4%
- O=C1CCC(C(=O)NCCN2C(=O)S/C(=C\c3cccnc3)C2=O)=NN1
 : -3% | 0% | -2%[57.1 µM] | -7% | -4 | -4%[57.1 µM] | -6% | 58%[activator] | 12%
- CCn1c(=O)c2cc(C(=O)NCCc3ccc(Cl)cc3)sc2c2ccccc21
 : -21% | 0% | 29% | -11% | 2 | 9% | i | 7% | -11%
- O=[N+]([O-])c1ccc(/C=N\N2CCN(c3ccc(Cl)cc3)CC2)cc1
 : -17% | -7% | 23%[57.1 µM] | -1% | 2 | -10% | -2% | 40% | 0%
- COc1ccc(C(=O)N2CC(=O)Nc3ccc(C)cc3C2c2ccccc2)cc1 (configuration not stated)
 : -14% | 6% | -5% | 0% | -1 | -8% | -8% | 20% | -12%
- COCCN1C(=O)C(CC(=O)Nc2ccc(C(=O)O)cc2)SC1=Nc1ccccc1 (configuration not stated)
 : -20% | -12% | -14% | -3% | -5 | -7% | -1% | 43%[activator] | 2%
- CSc1ccccc1C(=O)NCc1ccccc1
 : -14% | 6% | 16%[57.1 µM] | 13% | 4 | 2%[57.1 µM] | 2% | 9% | 63%[activator]
- COC(=O)c1cn(NC(=O)c2cccc(F)c2)c(=O)c2ccccc12
 : -13% | -1% | -13% | -4% | -5 | -9% | -10% | 34% | 11%
- CCOc1ccccc1N(C(=O)Cn1nnnc1-c1ccc(C)o1)C(CC)C(=O)NC(C)(C)C (configuration not stated)
 : -10% | 7% | -8%[57.1 µM] | -5% | 0 | -5%[57.1 µM] | 7% | 7% | 3%
- CN1C(=O)[C@H]2[C@@H](/C=C/c3ccccc3)N3C(=O)CN(CCO)C(=O)[C@@]3(Cc3ccccc3)[C@H]2C1=O
 : -14% | 1% | -11% | -6% | 1 | -5% | 3% | 31% | 0%
- Cc1nc2nc[nH]n2c(=O)c1NC(=O)CCc1ccccc1
 : -18% | -1% | 6%[57.1 µM] | 8% | 6 | -7%[57.1 µM] | i | 51%[activator] | -6%
- O=C(COc1ccccc1Cl)Nc1ccc2c(c1)OCCO2
 : -16% | 0% | 3% | 4% | 3 | -7% | -2% | 22% | 6%
- CCOC(=O)C1C(=O)C=C(c2ccc(NS(C)(=O)=O)cc2)CC1c1ccco1 (configuration not stated)
 : ? | 2% | 13% | 8% | 1 | 6% | i | -11% | 4%
- CCOC(=O)C(CC)/C(C)=N/NC(=O)c1ccc([N+](=O)[O-])cc1 (configuration not stated)
 : -10% | 11% | 7% | 0% | 5 | 3% | / | 10% | 22%
- CCC(C)c1ccc(OCc2ccc(C(=O)OC)o2)cc1 (configuration not stated)
 : ? | 6% | 12%[11.4 µM] | 9% | 1 | 6%[11.4 µM] | 4% | 221%[activator] | -9%
- O=C(O)CNC(=O)c1ccc(NC(=O)/C(=C/c2ccccc2)NC(=O)c2ccccc2Br)cc1
 : -12% | -5% | 17% | 7% | -7 | -1% | -6% | 6% | 3%
- CC(C)c1ccc(S(=O)(=O)N2CCN(C(=O)C3=COCCO3)CC2)cc1
 : -24% | 1% | 30% | -2% | -1 | 6% | -8% | 37% | -1%
- CCN(CC)CCN1C(=O)C(O)=C(C(C)=O)C1c1ccccc1[N+](=O)[O-] (configuration not stated)
 : ? | ? | ? | -3% | -4 | -2% | -5% | -25% | -2%
- CCc1ccc(NC(=S)NCc2ccccc2)cc1
 : -16% | -1% | 8%[57.1 µM] | -1% | 3 | 4%[57.1 µM] | -3% | 13% | 4%
- NS(=O)(=O)c1ccc(NC(=O)COc2ncnc3c2cnn3-c2ccccc2)cc1
 : -20% | 20% | 7% | 2% | -4 | 1% | -2% | 53% | -6%
- CC(=O)c1ccc(NC(=O)CCc2nc3sc4c(c3c(=O)[nH]2)CCCC4)cc1
 : -20% | 69%[activator] | 2%[57.1 µM] | 1% | -5 | -7%[57.1 µM] | -6% | 25% | 19%
- Cc1ccc(Cn2c(NCCc3ccccc3)nc3c2c(=O)n(C)c(=O)n3C)cc1
 : -16% | 6% | -2% | 11% | -1 | 0% | / | -8% | 3%
- Cc1c(Cl)cccc1NC(=O)CNC(=O)C1CC(=O)N(CCc2ccccc2)C1 (configuration not stated)
 : 3% | -1% | 3% | 2% | 3 | -3% | -3% | 9% | 9%
- O=C1CN(C(=O)COC(=O)C2CC(=O)N(Cc3ccco3)C2)c2ccccc2N1 (configuration not stated)
 : -13% | -19% | ? | 1% | 3 | -8% | i | 22% | -18%

Entries above marked active in GLS inh:
Second line of a record – USP1-UAF1 inh | Pin1 inh | TrxR1 inh | mIDH1 inhibitor | PI4K2A block | TrxR1 substrate | PGK inhibitor | HP1b chromo inh | GLS inh
- Cc1ccccc1Cn1c(=O)c2c(nc3n2CCCN3Cc2ccccc2)n(C)c1=O
 : 8% | 5% | -11%[57.1 µM] | -3% | 2 | -3%[57.1 µM] | -1% | ? | 11µM*

Looked up by compound from the list above (two):
Second line of a record – USP1-UAF1 inh | Pin1 inh | TrxR1 inh | mIDH1 inhibitor | PI4K2A block | TrxR1 substrate | PGK inhibitor | HP1b chromo inh | GLS inh
- O=C(COc1ccccc1Cl)Nc1ccc2c(c1)OCCO2
 : -16% | 0% | 3% | 4% | 3 | -7% | -2% | 22% | 6%
- COC(=O)c1cn(NC(=O)c2cccc(F)c2)c(=O)c2ccccc12
 : -13% | -1% | -13% | -4% | -5 | -9% | -10% | 34% | 11%

(continued)
Second line of a record – USP1-UAF1 inh | Pin1 inh | TrxR1 inh | mIDH1 inhibitor | PI4K2A block | TrxR1 substrate | PGK inhibitor | HP1b chromo inh | GLS inh
- O=S(=O)(c1ccc(F)cc1)N1CCN(c2ncnc3c2cnn3-c2ccccc2)CC1
 : -12% | -3% | 41%[activator] | 2% | -22 | 24% | -2% | 23% | 0%
- CCOc1ccc(NC(=O)Cn2c(=O)cc(C)c3c(C)nn(-c4ccc(CC)cc4)c32)cc1
 : -27% | -1% | 31%[57.1 µM] | 4% | 2 | 6%[57.1 µM] | i | 69%[activator] | 2%
- COc1ccc(-c2ccc(CN3C(C)C(=O)N(Cc4cn(CCC5OCCO5)nn4)CCS3(=O)=O)cc2)cc1OC (configuration not stated)
 : -18% | / | / | -9% | -6 | / | 2% | / | 2%
- O=C(NNC(=O)C1CCN(c2ncccn2)CC1)c1ccc(Cl)cc1
 : -1% | -1% | 28% | -7% | -1 | 5% | -9% | 33% | 1%
